MPTP inh – permeability transition pore inhibition; hit rate 1.4% among 360,000; inhibition, % at 10 µM; isolated mouse mitochondria, Ca2+ swelling absorbance, 30 min; AID 602449;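 active = inhibition of 50% or more, scaled per plate between neutral and stimulator controls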;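 also: 0% = DMSO wells given calcium and 100% = 1 mM EGTA wells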
Numbers without * were called inactive.

MPTP inh | SMILES
0.3 | CCCS(=O)(=O)NC(=O)C1(C)CCN(C(=O)Cc2ccc(F)cc2)C1 (stereo unspecified)
-0.9 | CCCCNC(=O)C1C(c2ccccc2)=Nc2ccccc2N1C(=O)c1ccc(C(F)(F)F)cc1 (stereo unspecified)
-2.3 | CC1=C(C(=O)N(C)C)CC(CC(=O)NC2CCCCC2)C(=O)N1Cc1ccc(C(C)(C)C)cc1 (stereo unspecified)
10 | Cc1sc(N=Nc2ccc(N(C)C)cc2)[n+]([O-])c1C
-0.3 | CC(C)(C)c1ccc(S(=O)(=O)NC(=O)C2(C)CCN2C(=O)CC2CCCC2)cc1 (stereo unspecified)
-1.4 | CN(C)CCCNC(=O)c1cccc(-c2ccc3nccn3c2)c1
-1.1 | C=CCN(CC=C)Cc1cc(=O)oc2cc(OC)ccc12
-0.4 | O=C(c1ccoc1)N1CCN(c2cc(-c3ccncc3)nc3cc(-c4cccc(Cl)c4)nn23)CC1
2.1 | COc1ccc(NC(=O)Nc2nc(C(N)C3CCCCC3)cs2)cc1 (stereo unspecified)
-2.0 | Cc1cccc(COC[C@H](Cc2ccccc2)N2CCN(C(=O)c3cccc(C)c3)CCC2=O)c1
1.8 | CC(C)C[C@@H](CN1CCCC1CN1C(=S)NC[C@@H]1Cc1ccccc1)N1C[C@H](Cc2ccccc2)N(CC2CCCCCC2)C1=S (stereo partly specified)
2.1 | CC(=O)c1cccc(-c2ccnc3c2CC(C(=O)Nc2ccc(C(C)C)cc2)O3)c1 (stereo unspecified)
0.3 | O=C(O)CC1(C(=O)O)CC2C=CC1C2 (stereo unspecified)
0.4 | CCCCCCN1C[C@@H](n2cc(C3CC3)nn2)[C@H](O)C[C@@H]1c1ccc(OC)cc1
-1.6 | CCOC(=O)[C@]12Cc3c(cc(OC)c(OC)c3OC)[C@H]1N(C1CCCCC1)C(=O)c1cc(OC)ccc12
0.6 | CC(Oc1ccc(F)cc1)C(=O)Nc1cccc(S(=O)(=O)N(C)c2ccccc2)c1 (stereo unspecified)
-1.4 | C[C@@H]1CN([C@@H](C)CO)C(=O)CCCn2nncc2CO[C@H]1CN(C)S(=O)(=O)c1cn(C)cn1
0.2 | CC12CCC(CC1O)C2C(=O)O (stereo unspecified)
0.1 | CC(C)NC(=O)C1Cc2c(-c3ccc4c(c3)OCO4)ccnc2O1 (stereo unspecified)
-1.0 | COc1cc(Nc2ccn3nccc3n2)cc(OC)c1OC
-1.2 | COC(=O)C1=CN(c2ccc(OC)cc2)C(N)=C(C#N)C1c1ccc(OC)cc1 (stereo unspecified)
-0.3 | COc1cccc(-c2cc(NC(C)=O)c3ncc(-c4cccc(C(C)=O)c4)n3c2)c1
-0.9 | COc1ccccc1-c1csc(C(C)(O)c2ccccc2)n1 (stereo unspecified)
-1.5 | CCNC(=O)C1CCCN(C(=O)c2cccc(OC(F)(F)F)c2)CC1 (stereo unspecified)

3 entries out of the list above, sorted by the number in MPTP inh, smallest number first:
SMILES	MPTP inh
C[C@@H]1CN([C@@H](C)CO)C(=O)CCCn2nncc2CO[C@H]1CN(C)S(=O)(=O)c1cn(C)cn1	-1.4
COC(=O)C1=CN(c2ccc(OC)cc2)C(N)=C(C#N)C1c1ccc(OC)cc1 (stereo unspecified)	-1.2
CCCCCCN1C[C@@H](n2cc(C3CC3)nn2)[C@H](O)C[C@@H]1c1ccc(OC)cc1	0.4

The list continues:
MPTP inh | SMILES
-0.3 | Cc1ccc(OCCC(=O)OCC(=O)NC2CCCCC2)cc1
0.6 | COc1ccc(N2CC(C(=O)Nc3nnc(SCC(=O)Nc4ccc(NC(C)=O)cc4)s3)CC2=O)cc1 (stereo unspecified)
-1.1 | CCCCCCn1cc(CN2CC(N(C)CCC)CS2(=O)=O)nn1 (stereo unspecified)
-1.1 | CCCC(=O)N1CCC1(C)C(=O)Nc1ccc2scnc2c1 (stereo unspecified)
0.4 | COc1cccc(S(=O)(=O)N(C)C[C@H]2OCc3cnnn3CCCC(=O)N([C@@H](C)CO)C[C@@H]2C)c1
-0.2 | CCCCCCN1C[C@H](n2cc(COC(=O)c3ccccc3)nn2)[C@@H](O)C[C@@H]1c1ccc(OC)cc1
-0.5 | COc1cc(-c2coc3c(C(=O)NCc4ccc(C(F)(F)F)cc4)cccc23)ccc1O
-1.1 | C=CCNc1ncnc2c1ncn2[C@H]1CN(Cc2cccc3ccccc23)C[C@@H](CO)O1
-0.1 | CCOc1ccc(NC(=O)COc2cccc3cccnc23)cc1S(=O)(=O)N1CCCC1
-0.6 | CCNC(=O)C1(C)CCCN(C(=O)c2nc(C)oc2C)C1 (stereo unspecified)
0.1 | Cc1ccc(S(=O)(=O)NCC(=O)NCC(=O)NCCc2ccc(Cl)cc2)cc1C
-1.4 | O=C(NC1CC1)c1ccc2sc([C@@H]3O[C@H](CO)[C@H](O)[C@H](O)[C@H]3O)nc2c1
2.1 | CSc1ccc(CN2CCC(C)(Oc3ccc(C(C)=O)cc3)C2)cc1 (stereo unspecified)
-0.5 | O=C(CSc1nc2ccccc2c(=O)n1-c1ccccc1)Nc1ccc2c(c1)CCC2
1.4 | CCc1nc2c(OCc3ccc(C(F)(F)F)cc3)cccn2c1N(C)C(=O)c1ccc(OC)cc1
-1.7 | O=C(NCc1ccccc1)C(c1ccc(-c2ccccc2)cc1)N1CCN(CCN2CCOCC2)CC1 (stereo unspecified)
-0.4 | O=C(NCCC(F)(F)F)C1Cc2c(-c3ccc(Cl)cc3)ccnc2O1 (stereo unspecified)
1.3 | CC(=O)NC(c1cccc(F)c1)c1nc(-c2cc3ccccc3o2)cs1 (stereo unspecified)
1.5 | O=C(Nc1cccc(Oc2ccccc2)c1)C1Cc2c(-c3ccccc3)ccnc2O1 (stereo unspecified)
-0.1 | C[C@H](CO)N1C[C@H](C)[C@@H](CN(C)Cc2ccc(C(F)(F)F)cc2)OCc2cnnn2CCCC1=O
0.6 | CC(C)NC(=O)N(C)C[C@H]1OCc2cnnn2CCCC(=O)N([C@@H](C)CO)C[C@H]1C
-1.2 | O=C(NCc1cccs1)c1csc([C@H]2C[C@H](O)[C@@H](CO)O2)n1
0.1 | Cc1[nH]c2ccccc2c1C(=O)C(=O)NCc1nnnn1-c1ccc(F)cc1
0.9 | N#Cc1ccc(-c2nc3ccc(Cl)cn3c2Cc2cccc(F)c2)cc1
-0.5 | Cc1ccc(NC(=O)CSc2nnc3n2CCCCC3)cc1S(=O)(=O)N1CCOCC1
1.1 | Cc1cc(C)c2c(=O)n3c(nc2c1)C(Cc1ccc(O)cc1)NC(=O)c1cccnc1-3 (stereo unspecified)
-1.4 | COC(=O)[C@]12CCCCC=C1N(Cc1ccc(Cl)cc1Cl)C(=O)[C@H](CC(=O)N1CCN(C(=O)c3ccco3)CC1)C2
-0.1 | CC(C)(C)c1cc(CNC(=O)C2CCC(=O)N(Cc3ccccc3F)C2)[nH]n1 (stereo unspecified)
0.2 | O=C(C(=O)N1CCC(c2ccccc2)CC1)c1cccc([N+](=O)[O-])c1
2.7 | Cc1ccc([N+](=O)[O-])c(NC(=O)COC(=O)CCNS(=O)(=O)c2cccs2)c1C
-1.7 | O=C(O)C1c2ccccc2Cc2ccccc21
-0.3 | COc1ccc(C(=O)OCC(=O)N2c3ccccc3CC2C)cc1S(=O)(=O)N1CCOCC1 (stereo unspecified)
-1.2 | CC1=C(C(=O)N2CCOCC2)CC(CC(=O)NCCN2CCOCC2)C(=O)N1Cc1ccc(F)cc1 (stereo unspecified)
-0.5 | N#CCCC(C#N)(c1cccnc1)N1CCOCC1 (stereo unspecified)
0.1 | CN1CCn2cnc(C(=O)NCC(=O)OC(C)(C)C)c2C1=O
0.5 | COCCNC(=S)N(C)[C@H]1C[C@H]2c3cc(N4CCN(C)CC4)ccc3CCN2C(=O)[C@H]1[C@H](C)O
-0.4 | O=C(NCc1ccncc1)c1ccc2nc([C@@H]3O[C@H](CO)[C@H](O)[C@H](O)[C@H]3O)[nH]c2c1
-1.0 | COc1ccc([C@H]2CC(=O)C[C@@H](CCn3cc(-c4ccncc4)nn3)O2)cc1
0.1 | CCOC(=O)c1csc(CCNC(=O)c2ccccc2)n1
-2.1 | CCCCN(C=O)c1c(CC)nc2c(OCCOc3ccccc3)cccn12
2.1 | COc1ccc(C(=O)c2[nH]c(N)c(C(=O)NCCc3c[nH]c4ccccc34)c2-c2ccc(C(F)(F)F)cc2)cc1
0.0 | CCOC(=O)C1(C)CCCN(C(=O)c2ccc3c(c2)CCO3)C1 (stereo unspecified)
-0.9 | N#Cc1ccc(C(=O)N2CCCCC2c2cc(C(=O)Nc3ccccc3Cl)no2)cc1 (stereo unspecified)
0.4 | Cc1ccc(CN2CC(N3CCN(CC4CC4)CC3)CS2(=O)=O)cc1 (stereo unspecified)
-1.2 | COc1c(Cl)cc(C(=O)Nc2cccnc2)cc1Cl
1.5 | COc1ccc(CCn2nnc3ccccc3c2=O)cc1OC
0.4 | CN(CC(=O)Nc1ccc(Cl)cc1)CC(=O)Nc1sc2c(c1C(N)=O)CCC2
-0.7 | Cc1ccc(C(=O)Nc2ccc(NC(=O)c3ccccc3Cl)c(C)c2)cc1
0.4 | OC[C@@H]1CN(Cc2cccc(C(F)(F)F)c2)C[C@H](n2cnc3c(NC4CC4)ncnc32)O1
-3.8 | CSc1nc(N)n2nc(C)cc2n1
1.1 | CN1CCn2cnc(C(=O)Nc3ccc(Cl)cc3)c2C1=O
0.8 | Cc1ccc(NS(=O)(=O)c2ccc(-n3cccn3)cc2)cc1Cl
-0.3 | CCOC(=O)C1CCCN(C(=O)c2ccccc2)CC1 (stereo unspecified)
0.3 | COc1ccc(NC(=O)C2(C)Cc3c(-c4cccc(C(N)=O)c4)ccnc3O2)cc1OC (stereo unspecified)
1.5 | CSc1ccc(-c2cc3c(c4c2ccn4C)C2CCC3C2)cc1 (stereo unspecified)
0.8 | C(=C\c1ccccc1)/CN1CCN(C(c2ccccc2)c2nnnn2C2CCCCC2)CC1 (stereo unspecified)
-0.4 | CN1CCN(C2=NCCO2)CC1
0.5 | CC1(C(=O)NS(=O)(=O)c2cccs2)CCN1C(=O)CC1CCCCC1 (stereo unspecified)
-0.1 | O=C(OCc1cn([C@@H]2CN(Cc3cccs3)[C@@H](c3ccc(Cl)cc3)C[C@H]2O)nn1)c1ccccc1
0.6 | Cc1c(C(=O)NCc2cccc([N+](=O)[O-])c2)sc(=O)n1Cc1cccc(F)c1

The results go on.
MPTP inh | SMILES
-0.6 | C[C@@H]1CN([C@@H](C)CO)C(=O)CCCn2nncc2CO[C@H]1CN(C)Cc1ccc2c(c1)OCCO2
-0.7 | O=C(c1ccc2c(c1)OCO2)c1ccc[nH]1
0.2 | COc1ccc(S(=O)(=O)NC(=O)C2(C)CCN2C(=O)Cc2ccc(-c3ccccc3)cc2)cc1 (stereo unspecified)
-1.5 | COCCNC(=O)C1(C)CCCN(C(=O)c2ccc(-c3ccccc3)cc2)C1 (stereo unspecified)
-1.4 | Cc1ccc(CC#N)c(-c2c(CC#N)ccc(C)c2C)c1C
-1.5 | CCOC(=O)C1(C)CCCN1C(=O)c1ccc(OC)cc1 (stereo unspecified)
1.5 | Nc1cc(N)cc(Cc2ccccc2)c1
0.6 | COc1ccccc1-c1cnc(C(O)c2ccc(CN3CCCCC3)cc2)[nH]1 (stereo unspecified)
0.6 | C(=Cc1cnc2ccccc2n1)c1ccc2c(c1)OCO2
3.8 | O=C(Nc1ccc(F)cc1)C(CCc1ccccc1)N1CCN(Cc2c(F)cccc2Cl)CC1 (stereo unspecified)
1.6 | O=C(C[C@@H]1CC[C@@H]2[C@H](COC[C@H](O)CN2S(=O)(=O)c2ccccc2)O1)Nc1ccccc1
0.5 | CCCCC1CC2=C(C(=O)OC(C)(C)O2)C(c2cccc3ccccc23)O1 (stereo unspecified)
2.5 | O=C(NCc1ccccc1)c1cccc2c(-c3ccc(F)c(F)c3)coc12
0.9 | CC1(C(=O)NS(=O)(=O)c2ccccc2)CCN1C(=O)c1ccc(C2CCCCC2)cc1 (stereo unspecified)
-0.5 | CC(=O)N1CCN(Cc2cc(=O)oc3cc(C)cc(C)c23)CC1
-0.4 | CCN(CC)CCN(Cc1cc2cc3c(cc2[nH]c1=O)OCCO3)C(=S)NCCOC
2.6 | CC(C)(O)C#Cc1ccc(N2C(c3ccsc3)=Cc3ccc(F)cc3C2c2c[nH]c3ccc(C#N)cc23)cc1 (stereo unspecified)
-0.5 | C[C@@H]1CN([C@@H](C)CO)C(=O)CCCn2nncc2CO[C@H]1CN(C)S(=O)(=O)c1ccc2ccccc2c1
-1.5 | COCCCNc1c2c(nc3ccccc13)CCC2
-1.2 | COc1ccc(NC(=O)C2CC(=O)N(c3ccc(C)cc3)C2)cc1S(=O)(=O)N1CCCCC1 (stereo unspecified)
-1.1 | C[C@H](CO)N1C[C@H](C)[C@@H](CN(C)C(=O)c2ccc3c(c2)OCO3)Oc2cc(/C=C/c3ccccc3)ccc2S1(=O)=O
-1.0 | OC[C@@H]1CN(Cc2ccc(Cl)cc2)C[C@H](n2cnc3c(NCc4ccncc4)ncnc32)O1
0.3 | CCOC(=O)[C@]12CCCC=C1N(Cc1ccc(Cl)cc1Cl)C(=O)[C@H](CC(=O)N1CCCC1)C2
-0.9 | CC(=O)Nc1cccc(-c2ccnc3c2CC(C)(C(=O)NCc2ccco2)O3)c1 (stereo unspecified)
-1.6 | CC(C)[C@@H]1Cc2[nH][nH]c(=O)c2[C@H](C(C)C)O1
-2.1 | C=CC1=CCN(S(=O)(=O)C(C)(C)C)[C@H]1CCO

Given as labelled records: 2 of the compounds above
> Cc1ccc(NC(=O)CSc2nnc3n2CCCCC3)cc1S(=O)(=O)N1CCOCC1
  MPTP inh = -0.5
> Cc1cc(C)c2c(=O)n3c(nc2c1)C(Cc1ccc(O)cc1)NC(=O)c1cccnc1-3 (stereo unspecified)
  MPTP inh = 1.1

Reprinted at random: 5 compounds from above
MPTP inh | SMILES
-1.1 | C[C@H](CO)N1C[C@H](C)[C@@H](CN(C)C(=O)c2ccc3c(c2)OCO3)Oc2cc(/C=C/c3ccccc3)ccc2S1(=O)=O
-1.0 | OC[C@@H]1CN(Cc2ccc(Cl)cc2)C[C@H](n2cnc3c(NCc4ccncc4)ncnc32)O1
-1.6 | CC(C)[C@@H]1Cc2[nH][nH]c(=O)c2[C@H](C(C)C)O1
-0.9 | CC(=O)Nc1cccc(-c2ccnc3c2CC(C)(C(=O)NCc2ccco2)O3)c1 (stereo unspecified)
2.5 | O=C(NCc1ccccc1)c1cccc2c(-c3ccc(F)c(F)c3)coc12

Source: PubChem

Some of the compounds tested; rates above refer to the full screens.
